Source: PubChem
Tb MetRS inh: Trypanosoma brucei MetRS inhibition; purified T. brucei MetRS, ATP depletion, Kinase-Glo luminescence; inhibition, % at 11.9 µM; 360,000 tested, 0.4% active; AID 624268;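 active means inhibition above a per-plate cutoff of the control wells' mean inhibition plus 3 SD, cut at about 5.5% in these data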;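 further: 0% = DMSO wells median and 100% = median of wells with control inhibitor compound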
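assay system = parasite MetRS enzyme | timing = 15 min preincubation, 2 h reaction, all 25 °C | evaluation = percent inhibition relative to median high and low control wells | medium = HEPES buffer containing pyrophosphatase, BSA, spermine, DTT | compound = single dose, 11.9 µM final nominal, 0.9% final DMSO | detection = Kinase-Glo luminescence, ATP depletion format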
MsrA inh: inhibits bovine methionine sulfoxide reductase A. inhibition, % at 15.5 µM. purified bovine MsrA, absorbance read-out. 360,000 tested, 0.75% active. AID 651718; in the data active means inhibition above about 4.5%;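 further: 0% = vehicle wells with enzyme and 100% = reference inhibitor wells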
bovine MsrA act: activates bovine MsrA enzyme; activation, % at 10.6 µM; purified bovine MsrA, absorbance read-out; 360,000 tested, 0.3% active; AID 602163; in the data active means activation above about 7.5%;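 further: 0% = vehicle and 100% = reference activator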
Neddylation inh: blocks human cullin neddylation; P61081+Q13564; TR-FRET cullin neddylation, biochemical; calls only at 25 µM; 360,000 tested, 0.58% active; in the data active means inhibition above about 36%
Rin1-Abl PPI inh: inhibitors of human Rin1-Abl protein interaction | TR-FRET Rin1/Abl binding, biochemical | inhibition, % at 7.35 µM | 360,000 tested, 0.4% active | AID 588664; in the data active means inhibition above about 5%, passing the limit was not always enough
FAS-TE inh: FAS thioesterase (human) inhibition; P49327; recombinant FAS-TE, OMFH fluorogenic substrate, fluorescence endpoint; inhibition, % at 15 µM; 360,000 tested, 0.67% active; AID 602261;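 active means compounds whose normalised, plate-corrected inhibition of enzyme fluorescence in the single-dose primary screen is 50% or more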;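 further: 0% = DMSO with enzyme and 100% = substrate without enzyme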
MLLE-PAM2 inh: blocks PAM2 peptide binding to the PABP1 MLLE domain; GST-MLLE / FITC-PAM2 fluorescence polarization; inhibition, % at 20 µM; 360,000 tested, 0.36% active; in the data active means inhibition above about 35%, passing the limit was not always enough;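 further: plate controls were DMSO wells with GST-MLLE for no effect and wells lacking GST-MLLE protein for full effect; some results filed as inactive read as strong as hits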
eLon inh: inhibitors of E. coli Lon protease; 360,000 tested, 0.42% active; inhibition, % at 7.94 µM; purified E. coli Lon protease, fluorescence polarization; P0A9M0; AID 602123; in the data active means inhibition above about 13%, passing the limit was not always enough;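 further: 0% = enzyme with probe and DMSO and 100% = no enzyme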
CSN inh: inhibitors of human CSN-mediated cullin deneddylation; Q92905; inhibition, % at 12.5 µM; AID 651999; 360,000 tested, 0.38% active; Purified CSN, SCF-Nedd8-OG deneddylation, fluorescence polarization;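 active means pattern-corrected inhibition above about 35%, with an unprinted fluorescence ratio check between 0.5 and 1.5, limit read from the data, passing the limit was not always enough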;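 further: 0% = enzyme with substrate and 100% = substrate without enzyme; some results filed as inactive read as strong as hits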
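assay system = purified human Csn5 enzyme expressed in HEK293T cells | amount = 0.24 nM enzyme | buffer or medium = Tris/NaCl/DTT buffer, pH 7.5 | reagent = 10 nM SCFSkp2-Nedd8OG | compound = one concentration, 12.5 µM, 0.25% DMSO | times = 90 min reaction at room temperature | signal = FP | read-out basis = % inhibition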
An asterisk follows results filed as active; i = inactive; . = no result given; & = joins results of further samples.

SMILES	Tb MetRS inh	MsrA inh	bovine MsrA act	Neddylation inh	Rin1-Abl PPI inh	FAS-TE inh	MLLE-PAM2 inh	eLon inh	CSN inh
Cc1cccc(CSCC(=O)N2CCN(S(=O)(=O)c3ccccc3C#N)CC2)c1	-0.2	-0.1	2	i	0	1	4	4	2
COc1ccc(/C=C/C(=O)OCC(=O)Nc2ccc(OC)c(S(=O)(=O)N3CCCCC3)c2)cc1	-0.8	0.2	-5	i	-2	13	1	1	5
COc1cccc(C(=O)NC(c2ccccc2)C2CCCC2)c1 (stereo not drawn)	0.1	2.0	-2	i	3	8	1	2	0
O=C(Cn1cnc2c(OCc3ccccc3)ncnc21)NCCN1CCOCC1	-0.7	0.1	-2	i	0	-9	4	-9	-3
COc1ccccc1CNC(=O)C1CCC(CNS(=O)(=O)c2ccc(C)cc2)CC1 (stereo not drawn)	-0.2	-0.5	-3	i	0	1	-13	-2	-2
Cc1ccc(-c2csc(NC(=O)/C=C/c3ccco3)c2C(=O)O)cc1	0.3	4.5	-5	i	-2	1	20	-13	42*
CSCC[C@H](NC(=O)[C@H](Cc1ccccc1)n1c(=O)[nH]c2ccccc2c1=O)C(=O)N1CCC[C@H]1C(=O)O	1.5	0.5	-1	i	-1	1	17	-6	1
CCC1Nc2ncnc(N3CCCCC3)c2N(Cc2ccc(OC)cc2)C1=O (stereo not drawn)	-0.3&-0.3	0.6&0.1	-3&-4	i	-1&0	-7&2	9&3	0&8	0&2
COc1ccc(NC(=O)C(C)N2C(=O)c3ccccc3C2=O)cc1S(=O)(=O)N1CCOCC1 (stereo not drawn)	-0.1	0.9	-1	i	4	-6	-3	-7	-8
Clc1cccc(Cc2c(-c3cccc(Cl)c3)nc3c4ccccc4ccn23)c1	-0.3	0.6	-5	i	.	21	.	-9	3
COc1ccc(CNC(=O)C(c2ccco2)N(C(=O)c2ccccn2)c2ccccc2)cc1 (stereo not drawn)	-0.3	0.2	-2	i	4	-4	-3	2	-11
CN(CC(=O)Nc1ccc(Cl)c(C(F)(F)F)c1)Cc1cc(=O)n2ccsc2n1	-0.2	0.6	-4	i	-4	5	-1	3	-2
COCCOc1cc(N2C(=O)CSCC2=O)c(Cl)cc1Cl	-0.1	0.4	-3	i	1	-7	-3	-8	-3
Cc1ccc([C@@H]2[C@@H]3C(=O)N(c4ccccc4)C(=O)[C@@H]3[C@]3(Cc4ccccc4)C(=O)N(CC4CC4)CC(=O)N23)o1	-0.1	-0.6	-4	i	2	-8	-4	-13	-2
O=C(Nc1ccc(-c2noc(COc3ccccc3Cl)n2)cc1)c1ccco1	-1.9	0.4	-8	i	1	20	-9	-11	4
Oc1[nH]c2ccccc2c1N=Nc1c(F)c(F)c(C(F)(F)F)c(F)c1F	-0.7	-0.2	-1	i	4	-4	-17	-1	-2
Cn1cnc(C(F)(F)F)c1-c1ccc([N+](=O)[O-])cc1	0.4	0.9	-3	i	0	-4	5	10	-4
Cc1c(C(=O)NCC(C)(C)N2CCOCC2)oc2ccccc12	-0.5	0.0	-3	i	1	-5	1	-4	-4
Cc1cc(C)n2cc(CSc3nnc(-c4ccccc4)c(-c4ccccc4)n3)nc2n1	-0.1	-1.0	6	i	-2	16	-5	-5	8
COc1ccc(-c2cc(C(=O)NC(Cc3cc4ccccc4[nH]3)C(=O)O)c(C)o2)cc1OC (stereo not drawn)	-0.7	1.3	-2	i	5	-7	13	1	13
Cc1ccc(/C=N/NC(=O)CNC(=O)Cc2ccccc2)o1	0.3	3.4	-2	i	-1	-8	-12	-1	-4
O=c1c2cn(Cc3ccc(F)cc3)c3ccccc3c-2nn1Cc1ccc(F)cc1	0.2	0.6	-1	i	0	-8	7	-5	-3
CC(C)Cn1c(SC(C)C(=O)Nc2ccc3c(c2)OCCO3)nc2ccccc2c1=O (stereo not drawn)	-0.6	-0.9	-2	i	-3	29	-37	3	5
Cc1ccc(-c2ccc(/C=N/n3cnnc3)o2)cc1	-0.3	4.1	-2	i	-2	15	-2	-1	1
CCCCn1c(N)c(N(CCOC)C(=O)COC(=O)COc2c(C)cc(C)cc2C)c(=O)[nH]c1=O	-0.4	-0.9	-2	i	-3	2	3	-8	2

An excerpt from above in order of molar mass, smallest number first:
SMILES	Tb MetRS inh	MsrA inh	bovine MsrA act	Neddylation inh	Rin1-Abl PPI inh	FAS-TE inh	MLLE-PAM2 inh	eLon inh	CSN inh
CCC1Nc2ncnc(N3CCCCC3)c2N(Cc2ccc(OC)cc2)C1=O (stereo not drawn)	-0.3&-0.3	0.6&0.1	-3&-4	i	-1&0	-7&2	9&3	0&8	0&2
O=C(Nc1ccc(-c2noc(COc3ccccc3Cl)n2)cc1)c1ccco1	-1.9	0.4	-8	i	1	20	-9	-11	4
COc1ccc(NC(=O)C(C)N2C(=O)c3ccccc3C2=O)cc1S(=O)(=O)N1CCOCC1 (stereo not drawn)	-0.1	0.9	-1	i	4	-6	-3	-7	-8

A run of entries of the results above, for reference:
SMILES	Tb MetRS inh	MsrA inh	bovine MsrA act	Neddylation inh	Rin1-Abl PPI inh	FAS-TE inh	MLLE-PAM2 inh	eLon inh	CSN inh
CN(CC(=O)Nc1ccc(Cl)c(C(F)(F)F)c1)Cc1cc(=O)n2ccsc2n1	-0.2	0.6	-4	i	-4	5	-1	3	-2
COCCOc1cc(N2C(=O)CSCC2=O)c(Cl)cc1Cl	-0.1	0.4	-3	i	1	-7	-3	-8	-3

(list continues)
SMILES	Tb MetRS inh	MsrA inh	bovine MsrA act	Neddylation inh	Rin1-Abl PPI inh	FAS-TE inh	MLLE-PAM2 inh	eLon inh	CSN inh
CCOC(=O)c1c2c(c(=S)n(-c3ccccc3)c1N)CCC2	-2.0	0.9	-6	i	0	12	20	24*	-1
O=C(CNC(=O)c1cccc(OC(F)F)c1)Nc1ccc(Cl)cc1	51*	-0.5	-3	i	1	5	0	-17	-5
O=C(NC1CCCCC1)c1ccc(N2CCCC2=O)cc1	-1.3	-0.7	-13	i	2	-13	-8	3	1
CCn1c2ccccc2c2cc(NC(=O)N3CCOCC3)ccc21	-0.5	-0.5	0	i	0	2	-3	-16	6
CS/C(=C\[N+](=O)[O-])Nc1ccccc1	0.3	2.7	0	i	-2	-8	-2	-3	-9
CCOc1ccc(NC(=O)CCN2CCN(c3ccccc3)CC2)cc1	0.4	0.7	1	i	3	-1	-4	-2	2
COCCCNC(=O)c1c(-c2ccccc2)noc1C	-0.3	-0.3	-1	i	-1	-3	3	7	0
COc1ccc(C2CC(c3cccs3)=NN2C(=O)CSc2nc(=O)n3ccccc3n2)cc1 (stereo not drawn)	-0.6	2.6	-3	i	-2	43	-6	-4	-5
CCN1CCN(C(=O)C(=O)c2c(C)[nH]c3ccccc23)CC1	3.2	1.1	-5	i	0	-7	-3	-1	-2
COCCCN(C(=O)CSc1nc2ccccc2c(=O)n1C)c1c(N)n(Cc2ccccc2)c(=O)[nH]c1=O	0.0	0.2	-2	i	-3	-3	15	-7	1
Nn1cnnc1SCC(=O)Nc1ccc2c(c1)OCO2	0.1	.	0	i	4	-3	0	-11	-2
CCCCC(=O)N/C(N)=N/c1nc2ccccc2o1	3.9	-0.2	-3	i	-1	1	-2	-4	3
CCOc1ccc(C(=O)CCC(=O)N2CCN(c3ccc(O)cc3)CC2)cc1	-0.3	0.6	-5	i	1	-4	-11	-1	-5
Cc1ccc(NC(=O)COC(=O)c2ccc3c(c2)OCO3)c(C)c1	-1.3	2.8	-12	i	-1	-10	1	13	2
CCC(=O)Nc1ccc2ccccc2c1	-0.7	-1.1	-1	i	2	-10	6	-12	-4
Cn1c(=O)cc(SCC(=O)NCC2CCCO2)c2ccccc21 (stereo not drawn)	-0.5	1.1	-3	i	-79	-7	10	-11	-7
O=C(NCc1cccs1)c1cc(S(=O)(=O)N2CCOCC2)ccc1N1CCCC1	-0.2	1.0	-3	i	2	-3	-4	-8	0
O=C(NCc1ccc2c(c1)OCO2)C1CC(=O)N(CCc2ccccc2)C1 (stereo not drawn)	0.1	0.5	-1	i	1	-3	-6	1	3
C/C(=N\N=c1/sc2ccccc2n1C)c1ccc(N2CCOCC2)cc1	-0.1	-0.3	-2	i	4	6	0	-5	-2
CC(C)(C)C(=O)N=C1SC2CS(=O)(=O)CC2N1c1ccc2c(c1)OCO2 (stereo not drawn)	-0.8	-1.3	-2	i	0	-2	1	-5	-2
O=C(Oc1cccc(OC(=O)N2CCCCC2)c1)N1CCCCC1	-0.6	-1.5	-3	i	2	-3	1	6	-8

Another view of 4 compounds above.
Below each SMILES: Tb MetRS inh	MsrA inh	bovine MsrA act	Neddylation inh	Rin1-Abl PPI inh	FAS-TE inh	MLLE-PAM2 inh	eLon inh	CSN inh
Cc1ccc(NC(=O)COC(=O)c2ccc3c(c2)OCO3)c(C)c1
  -1.3	2.8	-12	i	-1	-10	1	13	2
CCC(=O)Nc1ccc2ccccc2c1
  -0.7	-1.1	-1	i	2	-10	6	-12	-4
Cn1c(=O)cc(SCC(=O)NCC2CCCO2)c2ccccc21 (stereo not drawn)
  -0.5	1.1	-3	i	-79	-7	10	-11	-7
O=C(NCc1cccs1)c1cc(S(=O)(=O)N2CCOCC2)ccc1N1CCCC1
  -0.2	1.0	-3	i	2	-3	-4	-8	0

Entries above printed as active in eLon inh:
SMILES | Tb MetRS inh | MsrA inh | bovine MsrA act | Neddylation inh | Rin1-Abl PPI inh | MLLE-PAM2 inh | eLon inh | CSN inh
CCOC(=O)c1c2c(c(=S)n(-c3ccccc3)c1N)CCC2 | -2.0 | 0.9 | -6 | i | 0 | 20 | 24* | -1
